High-throughput results: PubChem, several laboratories
Insulin prom inh: TRM-6 insulin promoter activity inhibition | TRM-6 cells (human fetal islet line), insulin promoter-eGFP reporter, imaging; reporter expression induced with tamoxifen | inhibition, % at 2 µM | 130,000 compounds, 0.9% hits | AID 1273;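 active = inhibition above the mean plus 3 SD, with well images judged a real hit on visual review, cut at about 60% in these data, passing the limit was not always enough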
sdo1 growth: sdo1-depleted yeast growth rescue | S. cerevisiae sdo1-depleted JHY4D growth rescue, OD600 30 h; stronger effect = higher value; pdr5 snq2 efflux-pump mutant strain | z-score at 10 µM | 140,000 compounds, 0.21% hits | AID 817;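 active = z-score above 3 at both the 24 hr and the 30 hr optical density reads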;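 note: z-score against mean and SD of all compound wells on the same plate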
sdo1 growth Rescue 24 h: recorded beside sdo1 growth, whose call it bears; z-score; S. cerevisiae sdo1-depleted JHY4D growth rescue, OD600; measured here: growth rescue at 24 h;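 0 is the plate mean of compound wells and units are plate SD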
The depositor's hits bear a star; . = not tested or not shown; [ ] = dose if it differs, or a comment. Some of the compounds tested, so the mix of outcomes need not match the whole.

Values run as follows: Insulin prom inh, sdo1 growth, sdo1 growth Rescue 24 h
CCc1ccc(NC(=O)CSc2nnc(Cn3c(=O)sc4ccccc43)n2C)cc1
    ., -0.91, -0.74
COc1ccc(OC)c(NC(=O)CC(Cc2ccccc2OC)C(=O)O)c1 (stereo not given)
    -27, -0.2, -0.67
COc1cc(/C=N/Nc2nc(Nc3ccc(C)cc3)nc(-n3nc(C)cc3C)n2)cc(OC)c1OC
    18, -2.4, -1.3
CCOC(=O)c1cc(-c2ccccc2)nc2c1c(C)nn2-c1ccccn1
    40, -1.3, 0.62
Clc1nc(NCc2cccnc2)nc(N2CCOCC2)n1
    35, -1.2, -0.57
COc1ccc(-c2nnn(CC(=O)N(Cc3cccs3)C(C)C(=O)NCCC(C)C)n2)cc1OC (stereo not given)
    0, 0.71, 1.9
Cc1cc(C)n(/N=C/c2ccccc2O)c(=O)c1
    20, ., .
Cc1cccc2cc(COC(=O)C(C)C)c(=O)[nH]c12
    ., -0.48, -1.3
COC(=O)c1c(C)n(-c2ccc(OC)cc2)c2ccc(O)cc12
    14, -2.3, -2.1
Cc1ccc(-n2c(C)cc(/C=N/NC(=O)c3ccncc3)c2C)cc1
    30, -0.03, 0.51
C=C(C)CSc1nc(N)c2c3c(sc2n1)CCC3
    -18, 0.04, 0.44
N#Cc1c(NC(=O)CSC2=NCCS2)sc2c1CCCC2
    20, -0.6, -0.8
COC(=O)C1=C(N)n2c(s/c(=C\c3cccnc3)c2=O)=C(C(=O)OC)C1c1cccnc1 (stereo not given)
    55, -1.3, -0.78
Clc1ccc(-n2ncc3c(NCc4ccco4)ncnc32)cc1
    ., -0.45[13.2 µM], 0.78
Cc1cc(NC(=O)CS(=O)(=O)c2cn(Cc3ccc(F)cc3)c3ccccc23)no1
    ., -0.41, -0.76
CCOc1ccc2nc(NC(=S)NCc3ccccc3)sc2c1
    -23, 0.02, 0.98
O=C(NC1=NCCS1)c1ccc2c(c1)C(=O)N(Cc1ccco1)C2=O
    -67, -0.73, -0.41
CC(=O)c1c(C)[nH]c(C(=O)OCC(=O)Nc2ccccc2Cl)c1C
    46, ., .
CC(=O)c1cc(-c2ccc(F)cc2)n(CCC(=O)NC(C)(C)C)c1C
    4, ., .
CN(C)c1ccc(N=Cc2ccco2)cc1
    64, 0.32, 1.9
O=c1[nH]c(C2CCCCC2)nc2ccccc12
    ., -0.54, -1.3
CCC1CCCCN1CCCn1c(=S)[nH]c2ccccc2c1=O (stereo not given)
    43, 0.76, 0.71
Cc1ccc(N2C(=O)CC(Sc3nc4ccccc4o3)C2=O)cc1Cl (stereo not given)
    -8, -1.5, -1.8
COc1ccc(CC2(C)OC(c3ccncc3)=NN2C(C)=O)cc1 (stereo not given)
    -50, ., .
Cc1cc(NC(=O)CSc2nc3c(sc4ccccc43)c(=O)n2CCc2ccccc2)n[nH]1
    19, -0.45, 0.47
CCC(C(=O)Nc1ccccc1)c1ccccc1 (stereo not given)
    -24, 0.36, 0.22
CCOc1ccc(C(=O)Nc2c3c(nn2C(C)(C)C)CSC3)cc1OCC
    36, -0.15, -0.35
CCC(=O)N1CCC(c2ccc(OC)cc2)=N1
    32, 0.88, -0.25
CCCc1nnc(NC(=O)CCCN2C(=O)c3ccccc3C2=O)s1
    -360, 0.06, -0.13
Cc1ccc(NC(=O)C/C(N)=N/OC(=O)c2ccccc2)cc1
    -18, ., .
COc1ccccc1CC(=O)O/N=C(\N)c1cccc([N+](=O)[O-])c1
    0, -0.55, -0.55
CCC1CCCCN1S(=O)(=O)c1ccc(NC(=O)c2cccs2)cc1 (stereo not given)
    62, -2.3, -1.3
O=Cc1ccc(Sc2ncccn2)o1
    -86, ., .
CC(=O)Nc1ccc(NC(=O)c2cc(C)nn2-c2ccccc2)cc1
    56, 0.27, -0.06
Cc1ccc(-c2cc3nc4c(c(=O)n3[nH]2)CCCC4)cc1
    -17, ., .
CCOC(=O)/C=c1\s/c(=C\c2ccc(C#N)cc2)c(=O)n1CC(=O)NCc1ccco1
    33, -1.5, -0.83
CCNc1ccc(C(=O)OCC(=O)NC(C)c2ccccc2)cc1[N+](=O)[O-] (stereo not given)
    30, -1.2, -2.2
Cc1cccc2nc(-c3ccccc3)nc(N[C@@H](CO)c3ccccc3)c12
    -55, -2.1, -2.1
Cc1ccc(NC(=O)c2ccc3c(c2)OCCO3)cc1S(=O)(=O)Nc1cccc(Cl)c1
    ., 0.47, 1.1
Cn1c(=O)c2c(nc(NC(Cc3ccccc3)C(=O)O)n2Cc2ccccc2)n(C)c1=O (stereo not given)
    ., 0.26, -0.48
CC(C)(C)C(=O)NCCCc1ccccc1
    3, 0.23, -0.59
COc1cc(-c2nnc(SCC(=O)N3CCCC3)o2)cc(OC)c1OC
    -58, 0.71, 0.91
COc1ccc2[nH]c3c(=O)n(N)c(C)nc3c2c1
    81*, 0.39, 0.24
NNc1nc2c(F)cc(F)cc2s1
    41, -0.29, -0.18
CCc1nc2c(nnn2Cc2ccc(F)cc2)c(=O)[nH]1
    31, 0.17, 0.56
COc1ccc(/C=C/c2nnc(NC(=O)CSc3ccc(Cl)cc3)s2)cc1
    ., -0.64, -0.15
O=C1OC(Cc2ccncc2)C(O)=C1C1=NCCCN1 (stereo not given)
    0, 0.34, 0.16
CCOC(=O)CCc1c(C)c2ccc(OCC(=O)N(CC)CC)c(C)c2oc1=O
    0, 0.48, 0.38
Cc1ccc(CC2CC(=O)N(Cc3ccco3)C2=O)cc1 (stereo not given)
    21, 2.6, 2.1
O=C(Nc1ccc2c(c1)C(=O)N(c1ccccc1)C2=O)C1CCCO1 (stereo not given)
    -81, 0.4, 0.22
O=C(CN1C(=O)C2C3C=CC(C3)C2C1=O)Nc1ccc(C(=O)O)cc1 (stereo not given)
    -7, 1.3, 1.4
Nc1nc(=S)n(-c2ccccc2)[nH]1
    20, ., .
O=C(CC(c1ccccc1)c1ccccc1O)NCc1ccccc1Cl (stereo not given)
    19, -0.51, 0.29
C=CCOC(=O)c1cc(-c2ccc(/C=C3\C(=O)NC(=O)C(C#N)=C3C)o2)ccc1Cl
    13, -0.52, -0.23
CC1(C)Cc2c(c(N3CCOCC3)nc3sc(C#N)c(N)c23)CS1
    -3, -0.87, -0.39
N#Cc1nc(COc2ccc(Br)cc2)oc1N1CCCCCC1
    ., -1.6, -1.7
NC(=O)CSc1nnc(-c2ccccc2Br)n1-c1cccc(C(F)(F)F)c1
    -20, 0.24, -0.17
CC(C)(C)NC(=O)CSc1nnc(NC(=O)CCn2cnc3ccccc3c2=O)s1
    31, -0.15, -0.92
CCC(C)NC(=O)c1c(N)n(/N=C/c2cccs2)c2nc3ccccc3nc12 (stereo not given)
    23, -1.2, 0.02
CC(C)(C)c1cc(-n2ccnc2)n2ncc(-c3ccc(Cl)cc3)c2n1
    ., -1, -0.36

(listing goes on)
Values run as follows: Insulin prom inh, sdo1 growth, sdo1 growth Rescue 24 h
O=c1c(-c2ccc(Oc3ccccc3)cc2)[n+]([O-])c2ccccc2n1OCc1ccccn1
    41, -0.51, 0.48
COCc1[nH][nH]c(=O)c1C=Nc1ccc(Cl)cc1
    -3, 0.33, -1.5
CCc1[nH]nc2c1C1(CCN(C(=O)OCc3ccccc3)CC1)C(C#N)=C(N)O2
    63, 0.1, 0.92
Cc1ccc(N(C)C(=O)C2CCN(S(=O)(=O)c3ccc4c(c3)oc(=O)n4C)CC2)cc1
    ., 1.1, 1.8
CCOC(=O)c1c(C)[nH]c(C)c1C(=O)COC(=O)[C@@H](NC(=O)c1ccccc1OCC)C(C)C
    -12, 1.2, 1.9
CCN(CC)S(=O)(=O)c1ccc2c(c1)nc(CCC(=O)OCc1c(C)noc1C)n2C
    ., 0.05, -0.6
COc1ccc(Br)cc1CNC(=O)Nc1cccs1
    -40, -1.3, -0.97
COc1ccc2nc(NC(=O)CSc3nc4cccnc4n3C)sc2c1
    -81, 1.1, 2.5
COc1ccc(S(=O)(=O)N(C)CC(=O)Nc2ccc3c(c2)OCCO3)cc1OC
    28, -0.43, -1.1
Cc1ccc(O)c(-c2cc(C(F)(F)C(F)F)[nH]n2)c1
    -35, -2.4, -2.4
O=C(NNS(=O)(=O)c1ccccc1[N+](=O)[O-])c1cccc([N+](=O)[O-])c1
    29, 0.04, -0.34
Cc1ccc(C(=O)N2CCn3c(C)ccc3C2C)cc1 (stereo not given)
    -29, ., .
COc1ccc(C(=O)Oc2c(CN3CCOCC3)cc(Cl)c3cccnc23)cc1
    -21, -1.5, -0.79
COc1cc(/C=C/c2nc3ccccc3s2)cc(OC)c1O
    14, ., .
Cc1ccc(C(=O)COC(=O)C(C)N2C(=O)C3C4C=CC(C4)C3C2=O)cc1 (stereo not given)
    -42, -0.08, 0.5
CCOC(=O)C1(Cc2ccc(OC)cc2)CCN(C(=O)c2cc3ccccc3[nH]2)CC1
    -36, ., .
CC(=O)NNC(=S)NCCc1ccccc1
    64, ., .
Cc1ccc(/C=N\Nc2cn[nH]c(=O)c2Cl)cc1
    34, -1.9, -1.9
COC(=O)C1=CN(C)C=C(C(=O)OC)C1c1ccc(Cl)cc1Cl
    ., -1.1, 1
CCOC(=O)c1c(N)n[nH]c1-c1ccc(OC)cc1
    41, 0.62, 0.07
CCOC(=O)CSc1nnc(CSc2nc3ccccc3s2)n1C
    ., -0.18, 0.41
c1ccc(-n2c(Sc3cnccn3)nnc2-c2cccs2)cc1
    ., -0.43, -0.48
CCCCN(Cc1ccco1)C(=O)c1cc2c(=O)[nH]c3ccc(C)cc3c2s1
    ., -1.1, 0.35
COc1cccc(N2C(=O)C3CCCN3C2c2ccc(Cl)cc2)c1 (stereo not given)
    ., 0.6, 0.83
COc1ccc(-n2nnnc2-c2cn(C)nc2C(F)(F)F)cc1
    ., 0.62, -0.13
CN1CCN(S(=O)(=O)c2ccc(N3CCN(C(=O)c4ccccc4)CC3)nc2)CC1
    -73, ., .
CCOc1ccc(NC(=S)NN2CCN(C)CC2)cc1
    20, 0.21, 2
O=C(COc1ccc(Cl)cc1)OCC(=O)N1CCCC1
    12, 0.56, 0.7
Fc1cccc(NC(=S)NCc2ccc(Cl)cc2)c1
    37, -1.4, -1.4
CN(C)S(=O)(=O)c1ccc(C(=O)N(c2ccccn2)c2ccccn2)cc1
    -20, 0.28, 0.13

Brought forward from above: 3 entries, followed by the next part.
Values run as follows: Insulin prom inh, sdo1 growth, sdo1 growth Rescue 24 h
O=C(COc1ccc(Cl)cc1)OCC(=O)N1CCCC1
    12, 0.56, 0.7
Fc1cccc(NC(=S)NCc2ccc(Cl)cc2)c1
    37, -1.4, -1.4
CN(C)S(=O)(=O)c1ccc(C(=O)N(c2ccccn2)c2ccccn2)cc1
    -20, 0.28, 0.13
Cc1ccccc1N=Cc1cc2c(cc1[N+](=O)[O-])OCO2
    3, 0.39, -0.21
COc1ccc(NC(=O)CSc2nc3c(c(=O)n2-c2ccc(F)cc2)SCC3)cc1
    ., 0.6, 0.57
CC(C)(C)c1ccc(C(=O)N2CCN(c3nc4ccccc4o3)CC2)cc1
    ., -0.34, -0.64
O=C(NC1CCCC1)C1CCC(=O)N1CCc1ccccc1 (stereo not given)
    -139, 2.3, 2
Cc1cc(NC(=O)CSc2nnc(Cc3ccccc3)n2C)no1
    -121, 1.3, 1
CC(C)Oc1ccc(/C=C(\NC(=O)/C=C/c2ccco2)C(=O)NCCc2nc3ccccc3[nH]2)cc1
    -29, 1.5, 1.8
CC1CCN(C(=O)c2ccc(S(=O)(=O)Cc3cccc(F)c3)c([N+](=O)[O-])c2)CC1
    31, -0.27, -0.89
Cc1cc(NC(=O)CSc2nnc(-c3ccncc3)n2N)ccc1Br
    -27, 1.4, 1.6
O=C(Nc1ccc(N2CCN(C(=O)c3ccc(Cl)cc3)CC2)cc1)c1ccc(Br)o1
    7, -2, -1.5
CCn1c(SC)nnc1-c1nn(-c2ccccc2)ccc1=O
    43, ., .
CC(C)OC(=O)CC1C(=O)NCCN1C(=S)NC(=O)c1ccccc1Cl (stereo not given)
    -9, ., .
COc1cc(/C=C2/SC(=S)N(c3c(C)n(C)n(-c4ccccc4)c3=O)C2=O)ccc1O
    -53, ., .
Cc1c(C(=O)O)c(-c2ccccc2)nn1-c1ccccc1
    -28, 1.3, 1.3
COc1ccc(-n2cnc3c(cnn3CCC#N)c2=N)cc1
    0, -0.12, -0.2
CCc1ccc(C2CC(c3ccc(Cl)cc3)=NNC2=O)cc1 (stereo not given)
    ., -1.8, -1.9
COc1cc(C(=O)NCCC(C)C)ccc1OCc1ccc(Cl)cc1Cl
    7, -0.39, -0.18

Four neighbouring compounds out of the list so far:
Values run as follows: Insulin prom inh, sdo1 growth, sdo1 growth Rescue 24 h
Cc1c(C(=O)O)c(-c2ccccc2)nn1-c1ccccc1
    -28, 1.3, 1.3
COc1ccc(-n2cnc3c(cnn3CCC#N)c2=N)cc1
    0, -0.12, -0.2
CCc1ccc(C2CC(c3ccc(Cl)cc3)=NNC2=O)cc1 (stereo not given)
    ., -1.8, -1.9
COc1cc(C(=O)NCCC(C)C)ccc1OCc1ccc(Cl)cc1Cl
    7, -0.39, -0.18

Part of the list above, showing only sdo1 growth and sdo1 growth Rescue 24 h:
molecule	sdo1 growth	sdo1 growth Rescue 24 h
COc1cc(C(=O)NCCC(C)C)ccc1OCc1ccc(Cl)cc1Cl	-0.39	-0.18
COc1ccc(NC(=O)CSc2nc3c(c(=O)n2-c2ccc(F)cc2)SCC3)cc1	0.6	0.57
